15-hLO-2 inh: 15-hLO-2 (ALOX15B) enzyme inhibition; purified 15hLO-2, xylenol orange hydroperoxide absorbance; Potency, µM (highest dose often 57.1 µM), for inactives: top-dose activity change, negative = inhibition, hits mostly inhibitors; 110,000 compounds, 0.56% hits; also: potency is read from the fitted curve at half-maximal effect; nearly all actives have a fitted effect of over 60% in size; many of its hits are not listed in these tables
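Enzyme 50 nM, AA 45 uM, 25 mM Hepes pH 7.5 + 0.01% Triton X-100; cpd preinc 15 min RT, rxn 90 min RT; stop/detect with 200 uM XO + 300 uM Fe(II) in 50 mM H2SO4, 30 min; A573/A405.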
PNC assembly inh: perinucleolar compartment assembly inhibition; PC3M PTB-GFP, PNC prevalence imaging, 16 h; stronger effect = lower value; activity change (PNC), negative = inhibition, % at 10 µM; 140,000 compounds, 3.1% hits;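 active = readout at or below -70, meaning at least 70% loss of cells showing the perinucleolar compartment, a nuclear body marking cancer cells; inconclusive = readout between -30 and a set limit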;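 also: plate controls were DMSO wells for no effect and camptothecin positive control wells for full effect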
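PC3M cells stably expressing PTB-GFP, 750–1000 cells/well, treated 16 h at 37 °C with compound (23 nl of library stock), in duplicate. After paraformaldehyde fixation and Hoechst stain, imaged at 20x; PNC prevalence scored by image analysis.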
12-hLO inh: inhibitors of human 12-lipoxygenase (ALOX12); P18054; purified 12-hLO, xylenol orange hydroperoxide absorbance; Potency, µM (titrated, usually from 57.1 µM), inactives show top-dose activity change, negative = inhibition, usual class: inhibitors; 150,000 compounds, 0.12% hits; also: potency is read from the fitted curve at half-maximal effect; nearly all actives have a fitted effect of over 55% in size; many of its hits are not listed in these tables
Target sequence (P18054 whole entry, looked up): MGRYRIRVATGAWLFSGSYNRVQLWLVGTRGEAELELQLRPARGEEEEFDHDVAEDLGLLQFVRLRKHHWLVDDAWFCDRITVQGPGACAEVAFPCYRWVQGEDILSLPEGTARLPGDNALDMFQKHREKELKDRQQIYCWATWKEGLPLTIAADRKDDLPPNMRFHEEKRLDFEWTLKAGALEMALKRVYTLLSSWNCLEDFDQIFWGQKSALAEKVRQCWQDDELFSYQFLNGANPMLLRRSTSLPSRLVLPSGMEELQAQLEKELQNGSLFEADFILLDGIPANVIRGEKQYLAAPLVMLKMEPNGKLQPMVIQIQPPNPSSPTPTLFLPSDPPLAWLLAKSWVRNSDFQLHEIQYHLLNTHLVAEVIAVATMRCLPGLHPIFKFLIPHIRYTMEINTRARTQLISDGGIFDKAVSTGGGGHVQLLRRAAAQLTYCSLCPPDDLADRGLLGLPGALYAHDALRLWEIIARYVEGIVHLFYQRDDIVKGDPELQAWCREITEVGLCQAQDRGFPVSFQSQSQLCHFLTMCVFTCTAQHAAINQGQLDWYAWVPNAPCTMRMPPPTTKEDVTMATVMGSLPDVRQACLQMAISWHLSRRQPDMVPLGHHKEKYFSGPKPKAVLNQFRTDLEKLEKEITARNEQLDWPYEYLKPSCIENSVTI
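Purified human 12hLO (150 nM final) was preincubated with compounds for 15 min at room temperature in 25 mM Hepes pH 7.0, 0.01% Triton X-100, then reacted with 40 uM arachidonic acid for 30 min. Hydroperoxide was detected with ferrous iron/xylenol orange.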
IMPase cell inh: cell-permeable inhibitors of inositol monophosphatase (IMPase). inhibition (IP1 accumulation), % at 46.1 µM. P97697. AID 901. 120,000 tested, under 10 active. CHO-M1 cells, IP1 accumulation, HTRF TR-FRET ratio; active = well fitted curve in the direction sought with a large enough effect in the signal ratio, not every such curve was filed as active; inconclusive = small, poorly fitted or top-dose-only effect, or a change in a side signal; inactive = no such curve, though single readings can be large or run the other way; the % refers to the signal ratio;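 also: cells stimulated with carbachol in lithium chloride buffer; plate controls were DMSO basal wells for no effect and reference inhibitor wells for full effect; higher means more IMPase inhibition seen as more IP1 and lower FRET ratio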
Target sequence (P97697 whole entry, looked up): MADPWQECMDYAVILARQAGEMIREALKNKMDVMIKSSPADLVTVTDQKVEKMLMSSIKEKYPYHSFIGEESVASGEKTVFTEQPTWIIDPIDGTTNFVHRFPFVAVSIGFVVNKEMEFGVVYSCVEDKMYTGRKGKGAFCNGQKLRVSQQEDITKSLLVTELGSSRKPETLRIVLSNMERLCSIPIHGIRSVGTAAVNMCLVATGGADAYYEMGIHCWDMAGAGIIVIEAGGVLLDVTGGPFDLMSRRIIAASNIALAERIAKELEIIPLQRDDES
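CHO-M1 cells (CHO stably expressing M1 receptor), compound up to 46 uM final, stimulated with carbachol (50 uM as added) in buffer with 50mM LiCl, pH 7.4, 30 min at 37C. Cytosolic IP1 read by TR-FRET; AC50 from Hill fits.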
* marks the source's active call; other numbers are inactive results; ? = inconclusive; / = not tested or not shown; & = joins results of further samples; [ ] = another dose, or the depositor's remark. Unless noted, calls follow the shape of the dose curve; as a rule, active = well fitted curve in the direction sought with a large enough effect; inconclusive = small, poorly fitted or top-dose-only effect, or another doubt; inactive = no such curve, though single readings can be large; an effect the other way counts as inactive or inconclusive. Unless noted, % is scaled to controls: 0 for no effect and ±100 for the full control effect. These rows are one share of the data; rates above refer to the full screens.

smiles | 15-hLO-2 inh | 12-hLO inh | PNC assembly inh | IMPase cell inh
Cc1ccc(OCC(=O)N2CCN(C(=O)CCC3CCCC3)CC2)cc1 | 10% | -1% | -18 | 10
CC(=O)NS(=O)(=O)c1ccc(N=c2ssc3c2-c2cc(C)ccc2NC3(C)C)cc1 | / | -1% | -28 | /
Cc1ccccc1-c1nc(-c2ccc(NC(=O)c3ccc4c(c3)OCO4)cc2)no1 | -24% | -9% | 2 | 8
COc1ccc(/C(O)=C2\C(=O)C(=O)N(c3cc(C)on3)C2c2cccc(OC)c2OC)cc1C (stereo not given) | 10% | -1% | -22 | -27
CC1CCCCN1C(=O)COC(=O)c1n[nH]c2ccccc12 (stereo not given) | -2% | 8% | -24 | 9
COc1ccc2nc(-n3c(C)ccc3C)sc2c1 | -7% | -23% | -9 | 2
O=C(CCCOc1ccc(Cl)cc1Cl)Nc1cccnc1 | 8% | -6% | 6 | 1
Cc1ccc(CNC(=O)C2CCCN(c3nc4ccccc4o3)C2)cc1 (stereo not given) | / | -1% | 41 | /
Cc1c(/C=N/n2cnnc2)c2ccccc2n1CCOc1ccc(Cl)cc1 | 15% | -2% | 28 | -2
Cc1c(/C(Cc2ccccc2)=N/O)c2ccccc2n1C | / | 2% | -26 | 14
Cc1ccc(/C(N)=N/OC(=O)c2ccc(F)cc2)cc1 | -1% | 4% | -10 | 1
CC(=O)N1CCC2(CC1)CN(c1cccc(-c3ccccc3)c1)C2 | 2% | -13% | / | /
COc1ccc(N2CCN(CC(=O)Nc3ccc(-n4cnnn4)cc3)CC2)cc1 | / | 2% | 10 | -4
CCOc1ccc(NC(=O)N(C2CCCCC2)C(C)c2ccncc2)cc1 (stereo not given) | ? | -5% | -20 | 4
COc1cc(C=C(c2nc3ccccc3s2)c2nc3ccccc3s2)ccc1O | / | 1% | 22 | /
CCNC(=O)N1CCOCC1 | -3% | 9% | -5 | 2
O=C(OCc1nc2ccc(Cl)cc2n1CCO)c1ccc(O)cc1 | / | -2% | -1 | /
COc1ccc(Cc2nnc(NC(=O)CSc3ccc(C)cc3)s2)cc1OC | -3% | 1% | 27 | 3
O=C(CSc1nc(O)c(Cc2ccccc2)c(=O)n1-c1ccccc1)N1CCOCC1 | 1% | 6% | 17 | 1
O=C(COc1ccccc1)NCC(=O)N/N=C/c1cccs1 | -1% | -9% | -7 | -26
CC(=O)Oc1ccc(Oc2ccc(-c3noc(C)n3)cc2)cc1 | 7% | -7% | -12 | 0
O=c1c2ccccc2nc(N/N=C/c2ccc(O)cc2)n1O | 11% | 0% | ? | 5
COc1ccc(S(=O)(=O)N(C)CC(=O)NCc2ccco2)cc1 | -5% | -1% | 11 | -4
CCCCN(C)C(=O)c1ccc2c(c1)N(CC)C(=O)c1ccccc1S2(=O)=O | -2% | -2% | ? | -10
CCOc1ccc(/C=N/NC(=O)c2nnn(-c3nonc3N)c2-c2ccc(OCC)cc2)cc1 | / | -4% | -17 | /
Cc1sc(NC(=O)c2cccs2)c(C(=O)OC(C)C)c1C | / | 3% | -100* | -3
COc1ccc(-c2nnc(SC(C)C(=O)NNC(=O)c3ccc(C)cc3)o2)cc1 (stereo not given) | / | -3% | -21 | -2
COc1ccc(S(=O)(=O)Nc2ccccc2OC)cc1NC(=O)CC1CC2CCC1C2 (stereo not given) | / | 0% | 19 | /
O=C(C1CCN(CCCc2ccccc2)CC1)N(CCc1ccccc1)Cc1ccccc1 | / | 4% | 15 | /
COc1ccccc1CNC(=O)COC(=O)c1n[nH]c2ccccc12 | 1% | 9% | -15 | -1
Cc1ccc(F)cc1NC(=O)Cc1ncc(C(F)(F)F)cc1Cl | 2% | 3% | ? | 4
CCCc1cc(N2CCN(c3ccccn3)CC2)n2nc(C)c(-c3ccccc3)c2n1 | 35%[activator] | 0% | -2 | 2
CCCCc1nc(N2CCOCC2)c(C#N)c2c1COC(C)(C)C2 | 8% | 0% | 1 | 2
CCOC(=O)c1c(NC(=O)c2ccc(N3C(=O)[C@@H]4[C@H](C3=O)[C@H]3C=C[C@@H]4C3)cc2)sc2c1CC(C)CC2 (stereo not given in full) | / | 2% | -125* | /
NCCSSCCN | -9%[11.4 µM] | -1%[11.4 µM] | / | 5
CCOC(=O)Cn1c(CN(Cc2ccccc2)Cc2ccccc2)nc2c1c(=O)[nH]c(=O)n2C | / | -3% | -22 | 4
COc1cc([N+](=O)[O-])cc(/C=N/NC(=O)C(C)Nc2cccc(C)c2)c1O (stereo not given) | / | -17% | ? | 1
CCCCn1cnc2c([nH]c3cc(OC)ccc32)c1=O | -4% | 4% | 46 | 10
Cc1cc(C)nc(SCc2nnc(SCC#N)n2-c2cccc(Cl)c2)n1 | 1% | -1% | -8 | 9
Cc1ccc(C(C)(C)C)cc1S(=O)(=O)Nc1cccc(S(=O)(=O)NC2=NCCC2)c1 | / | 1% | -1 | /
CCc1ccccc1N(CC(=O)N1CCN(c2ccc(F)cc2)CC1)S(C)(=O)=O | -9% | -3% | ? | -3
COc1ccc(N2C(=O)C(Cl)=C(NCc3ccccc3)C2=O)cc1 | -28% | -10% | 22 | 6
O=C(c1cnccn1)N1CCC[C@@]2(CCN(c3cccc(-c4ccccc4)c3)C2)C1 | ? | ? | / | /
CC1CCN(C(=S)Nc2ccc(F)cc2)CC1 | / | -1% | 57 | /
O=C(O)C1C2C=CC(C2)C1C(=O)NCc1ccc(Cl)c(Cl)c1 (stereo not given) | / | -5% | ? | /
O=C(Nc1ccc(N2CCOCC2)c(Cl)c1)c1ccc(F)cc1 | / | -3% | -21 | 5
O=C1CN(C(=O)COC(=O)CCC(=O)c2ccc3c(c2)OCCO3)c2ccccc2N1 | -6% | -2% | -16 | 14
C/C(=N\O)c1cccc[n+]1Cc1ccccc1 | -1%[11.4 µM] | 9%[11.4 µM] | / | /
Cc1nn(-c2cccc(C(F)(F)F)c2)c(Cl)c1/C=N/n1cnnc1 | 5% | -1% | 48 | -19
Cc1ccccc1Cn1cc(S(=O)(=O)CC(=O)Nc2nccs2)c2ccccc21 | / | 4% | ? | 21

An excerpt from above in order of the 15-hLO-2 inh value, rising:
smiles | 15-hLO-2 inh | 12-hLO inh | PNC assembly inh | IMPase cell inh
COc1ccccc1CNC(=O)COC(=O)c1n[nH]c2ccccc12 | 1% | 9% | -15 | -1
Cc1ccc(F)cc1NC(=O)Cc1ncc(C(F)(F)F)cc1Cl | 2% | 3% | ? | 4
CCCCc1nc(N2CCOCC2)c(C#N)c2c1COC(C)(C)C2 | 8% | 0% | 1 | 2

Other compounds:
smiles | 15-hLO-2 inh | 12-hLO inh | PNC assembly inh | IMPase cell inh
CC1CC(=S)Nc2ccccc2N1Cc1ccccc1 (stereo not given) | / | ? | 36 | /
COC(=O)c1ccc(NC(=S)NC2CC3CCC2C3)cc1 (stereo not given) | / | -13% | 29 | /
CC(CNCC1CCCO1)COc1ccccc1 (stereo not given) | -3% | -2% | 6 | 12
C1=C(c2ccccc2)CCN(c2nc3ccccc3n3cnnc23)C1 | -3% | 4% | 6 | 0
Cc1ccc(NC(=S)NCc2cccs2)c(C)c1 | -26% | -18% | 8 | 9
Cc1nn(CC(=O)NCc2ccc(OC(C)C)cc2)c(=O)c2cc3occc3n12 | -13% | 0% | ? | 2
CC(C)(C)c1ccc(C(=O)c2c[nH]c(C(=O)NCc3ccco3)c2)cc1 | -4% | -1% | -18 | 0
CCOC(=O)c1nnn(-c2ccccc2C#N)c1C | / | 7% | -28 | -2
NNC(=O)c1ccc([N+](=O)[O-])c(CS(=O)(=O)c2ccc(Cl)cc2)c1 | 0% | -1% | -11 | -3
Cc1ccccc1Cn1c(CN2CCN(c3ccc(F)cc3)CC2)nc2c1c(=O)n(C)c(=O)n2C | / | 1% | 11 | -14
O=C1CCC(=O)N1OCCCOc1ccc2c(c1)CCC2 | 0% | 0% | 35 | 4
O=C(Nc1nc2ccccc2[nH]1)c1ccc(F)c(S(=O)(=O)N2CCOCC2)c1 | / | 3% | 12 | -5
CC(C)[C@H](NC(=O)OCc1ccccc1)C(=O)NCc1ccccc1 | / | -2% | ? | /
Cc1ccc(S(=O)(=O)c2cnc(-c3ccccc3)nc2Oc2ccccc2)cc1 | 5% | -3% | 24 | 1
Oc1c(Br)cc(C2N=C(c3ccccc3)NO2)cc1Br (stereo not given) | -23% | -4% | 102 | -5
Cc1ccc2c(c1)-c1c(ssc1=S)C(C)(C)N2C(=O)c1ccco1 | / | 1% | -100* | -2
CCOC(=O)/C(N=Nc1sc(C(=O)OC)c(C)c1C(=O)OCC)=C(\O)CCl | / | 0% | -26 | -2
Cc1ccc(S(=O)(=O)N(C)CC(O)Cn2c3ccccc3c3ccccc32)cc1 (stereo not given) | 7% | -5% | -22 | -6
CCS(=O)(=O)c1ccc2oc(Nc3cc(C)cc(C)c3)nc2c1 | / | -12% | 118 | 8
CCn1cc(CNC(=O)c2cc(-c3ccccc3OC)nc3ccccc23)c(C)n1 | 1% | -9% | ? | ?
O=C(COC(=O)CCSc1ccc(Cl)cc1)NCCc1ccccc1 | / | -2% | 5 | 0
CCN1CCN(C(=O)C2CCN(Cc3nc(-c4cccc(Cl)c4)oc3C)CC2)CC1 | 31%[activator] | 5% | -19 | -4
CC1CCCN(Cc2cccc(Oc3ccccc3)c2)C1 (stereo not given) | 50%[activator] | 7% | 28 | 5
COC(=O)c1ccccc1NC(=O)C1CCCN(S(=O)(=O)c2ccccc2)C1 (stereo not given) | -3% | -8% | ? | 11
Cc1ccccc1C(=O)Nc1cccc(NC(=S)NC(=O)c2cccs2)c1 | -28% | -19% | 23 | 9
O=C(C1CCC1)N1CCc2cc(S(=O)(=O)NCCN3CCN(c4ccccc4F)CC3)ccc21 | 54%[activator] | 8% | 0 | 8
Cc1cc(C(F)F)n2nc(C(=O)Nc3ccccc3Br)nc2n1 | -5% | -1% | 22 | 6
Nc1c(O)cccc1C(=O)C[C@@H](N)C(=O)O | 2%[25.6 µM] | -12%[25.6 µM] | / | 11[20.6 µM]
Cc1ccc(NC(=O)CSc2nc(-c3ccco3)cc(C(F)(F)F)n2)cc1C | / | 0% | ? | 4&12
CC(CNC(=O)C1CCCCC1C(=O)O)c1ccccc1 (stereo not given) | -1% | -2% | -22 | 2
O=C(CSc1nnc(NC2CCCCC2)s1)Nc1ccc(N2CCOCC2)cc1 | / | 6% | -15 | 1
Nc1ccc(Cl)cc1Cl | 3% | -9% | / | /
Cc1cccc(Nc2ncc3c(n2)CC(C)CC3=O)c1 (stereo not given) | 6% | 3% | ? | 8
COc1ccccc1N1CCN(C(=O)N2CCOCC2)CC1 | 0% | 3% | -6 | -6
COc1ccc(N=c2oc3c(OC)cccc3cc2C(=O)NCc2ccco2)c(OC)c1 | ? | 3% | -19 | 9
CC(=O)Nc1ccc(S(=O)(=O)N2CCN(C(C)CCc3ccccc3)CC2)cc1 (stereo not given) | 0% | -7% | 14 | -1
COC(=O)N1CCC2(CCCN(Cc3ccccc3OC)C2)CC1 | 1% | 2% | / | /
CCOc1ccccc1/C=c1\sc2ncnn2c1=O | -12% | 5% | 58 | 1
Cc1nc2ncnn2c(N2CCN(C(=O)c3cccc(F)c3)CC2)c1Cc1ccccc1 | -6% | 0% | -23 | 1
O=C(Nc1ccc(Cl)c(Cl)c1)Nc1nc(-c2ccccc2)cs1 | / | 3% | -5 | /
CCOC(=O)c1ccc(N2C(=O)CC(N3CCC(O)(c4ccc(Br)cc4)CC3)C2=O)cc1 (stereo not given) | -18% | -6% | 50 | -1
